PrPC TRFRET: inhibitors of human cell surface prion protein PrPC, primary screen, cell-based, TR-FRET; Major prion protein (Homo sapiens), P04156; TR-FRET read-out; inhibition, % at 13.8 µM; 370,000 compounds, 0.43% hits; in the data active means inhibition above about 24%; further: 0% = median of the test wells and 100% = reference compound wells
FadD28 binding: inhibitors of FadD28 bisubstrate probe binding, primary screen, biochemical, fluorescence polarization, single point; Mycobacterium tuberculosis FadD28 fatty-acid-AMP ligase; inhibition, % at 12.5 µM; 360,000 compounds, 0.22% hits; AID 588549, 2011; in the data active means inhibition above about 8.5%, passing the limit was not always enough
MazEF act: activators of E. coli MazEF toxin-antitoxin RNase, primary screen, biochemical, fluorescence, uHTS; 350,000 compounds, 0.32% hits; AID 504720, 2011; activation, % at 20 µM; FAM/BHQ RNA-DNA oligo cleavage fluorescence, 5 h; Endoribonuclease toxin MazF (Escherichia coli (strain K12)), P0AE70; in the data active means activation above about 50%
Target sequence (P0AE70 whole entry, looked up): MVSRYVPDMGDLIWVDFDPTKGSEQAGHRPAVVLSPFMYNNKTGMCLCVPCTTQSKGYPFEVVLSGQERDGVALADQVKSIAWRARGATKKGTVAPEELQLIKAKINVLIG
GDH-TPI inh: GDH-TPI coupling enzyme inhibitors, primary screen, artefact control for M. tuberculosis FBA inhibitor project, biochemical, absorbance, full deck; GDH-TPI coupled enzyme counterscreen, NADH absorbance; inhibition, % at 4.8 µM; 360,000 compounds, 1.2% hits; AID 588335, 2011; in the data active means inhibition above about 30%;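 further: 0% = DMSO wells and 100% = wells lacking the enzyme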
BoNT F protease: BoNT/F light chain protease inhibitors, primary screen, biochemical, flow cytometry, MLPCN library; Botulinum neurotoxin type F light chain protease (Clostridium botulinum); Multiplex microsphere protease cleavage assay; inhibition, % at 10 µM; 360,000 compounds, 0.22% hits; AID 588497, 2011; in the data active means inhibition above about 35%, passing the limit was not always enough; further: plate controls were buffer without enzyme for full effect and enzyme alone for no effect
Mtb BioA inh: M. tuberculosis BioA enzyme inhibitors, primary screen, biochemical, plate reader, single point, HTS; 360,000 compounds, 0.096% hits; inhibition, % at 9.99 µM; purified M. tuberculosis BioA enzyme; in the data active means inhibition above about 40%
Mtb FBA inh: Mtb FBA enzyme inhibitors, primary screen, biochemical, fluorescence, strain H37Rv | purified M. tuberculosis FBA, fluorescence read-out | inhibition, % at 1 µM | 360,000 compounds, 2.3% hits | AID 588726, 2011; in the data active means inhibition above about 27%;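 further: 0% = vehicle and 100% = reference inhibitor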
Target sequence (P9WQA3 whole entry, looked up): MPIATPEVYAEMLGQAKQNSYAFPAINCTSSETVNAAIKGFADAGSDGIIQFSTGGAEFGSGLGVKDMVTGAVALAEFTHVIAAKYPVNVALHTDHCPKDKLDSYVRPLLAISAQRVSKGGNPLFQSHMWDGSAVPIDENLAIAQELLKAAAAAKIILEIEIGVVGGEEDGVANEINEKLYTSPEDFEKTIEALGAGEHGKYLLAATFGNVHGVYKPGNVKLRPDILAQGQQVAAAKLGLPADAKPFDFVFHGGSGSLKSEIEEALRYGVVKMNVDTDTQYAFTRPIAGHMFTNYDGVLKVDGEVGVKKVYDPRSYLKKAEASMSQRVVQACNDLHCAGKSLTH
Rv3671c inh: Rv3671c serine protease inhibitors, primary screen, biochemical, fluorescence polarization, M. tuberculosis H37Rv | P9WHR9 | inhibition, % at 5.96 µM | 320,000 compounds, 0.048% hits | AID 2606, 2010; in the data active means inhibition above about 38%;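 further: extracellular domain of Rv3671c used as enzyme; 0% = enzyme with DMSO and 100% = no enzyme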
Target sequence (P9WHR9 whole entry, looked up, the tested form may be a part): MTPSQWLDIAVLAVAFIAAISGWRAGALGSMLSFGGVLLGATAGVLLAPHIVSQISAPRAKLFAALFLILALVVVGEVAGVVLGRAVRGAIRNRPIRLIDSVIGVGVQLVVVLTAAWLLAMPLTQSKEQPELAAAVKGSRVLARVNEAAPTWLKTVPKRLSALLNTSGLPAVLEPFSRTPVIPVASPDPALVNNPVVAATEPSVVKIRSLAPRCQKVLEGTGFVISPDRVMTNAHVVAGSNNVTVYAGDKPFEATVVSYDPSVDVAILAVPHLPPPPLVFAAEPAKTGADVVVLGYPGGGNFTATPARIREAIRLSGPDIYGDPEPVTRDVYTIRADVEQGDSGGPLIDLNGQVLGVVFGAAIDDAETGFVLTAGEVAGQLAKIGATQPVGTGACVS
Mtb UGM inh: M. tuberculosis UGM enzyme inhibitors, primary screen, biochemical, fluorescence polarization, single point; UDP-galactopyranose mutase (Mycobacterium tuberculosis (strain ATCC 25618 / H37Rv)), …; purified UGM, fluorescence polarization probe displacement; inhibition, % at 10 µM; 320,000 compounds, 0.06% hits; AID 504406, 2011; in the data active means inhibition above about 10%, passing the limit was not always enough
* marks the source's active call; other numbers are inactive results.

What do the screens show for `C=CCOc1ccc(/C=N/NC(=O)C(C)Sc2ccccn2)cc1OCC` (stereo unspecified)?
PrPC TRFRET: 1.2; FadD28 binding: -3.9; MazEF act: 2.5; GDH-TPI inh: 3.1; BoNT F protease: -3.5; Mtb BioA inh: 0.0; Mtb FBA inh: 0.2; Rv3671c inh: -3.0; Mtb UGM inh: 0.6

Results for CCc1ccc([C@H]2C(C(=O)O)=C[C@@H](CC3CCCC3)N2S(=O)(=O)c2ccc(C)cc2)cc1 ?
PrPC TRFRET: 0.8; FadD28 binding: -4.6; MazEF act: -7.9; GDH-TPI inh: 9.4; BoNT F protease: -6.9; Mtb BioA inh: 4.5; Mtb FBA inh: 5.2; Rv3671c inh: -1.8

Results for Cc1nnc(SCCC#N)n(CCC#N)c1=O ?
PrPC TRFRET: -10.5; FadD28 binding: -1.7; MazEF act: 2.4; GDH-TPI inh: 3.8; BoNT F protease: 3.6; Mtb BioA inh: -0.7; Mtb FBA inh: 1.0; Rv3671c inh: 4.0; Mtb UGM inh: 0.6

How did CC(Oc1ccc(Br)cc1)C(=O)Nc1nnc(C2CC2)s1 (stereo unspecified) do in these assays?
PrPC TRFRET: -2.0; FadD28 binding: -2.2; MazEF act: 0.8; GDH-TPI inh: 4.9; Mtb BioA inh: 0.5; Mtb FBA inh: -3.7; Rv3671c inh: 1.7; Mtb UGM inh: -1.3

What do the screens show for `c1csc(-c2csc3ncnc(NCCCN4CCOCC4)c23)c1`?
PrPC TRFRET: 7.0; FadD28 binding: -0.2; MazEF act: -9.2; GDH-TPI inh: -2.0; BoNT F protease: -3.7; Mtb BioA inh: -0.2; Mtb FBA inh: 0.6; Rv3671c inh: 2.5; Mtb UGM inh: -2.6

Results for CCN=C1S/C(=C\c2cc(Br)c(O)c(OC)c2)C(=O)N1CC ?
PrPC TRFRET: 6.4; FadD28 binding: -3.8; MazEF act: -1.4; GDH-TPI inh: -4.5; BoNT F protease: -11.6; Mtb BioA inh: -2.4; Mtb FBA inh: -2.0; Mtb UGM inh: -0.7

Results for COc1ccc(OC)c(C(=O)Cn2cnc3ccccc3c2=O)c1 ?
PrPC TRFRET: -6.7; FadD28 binding: -3.6; MazEF act: 3.1; GDH-TPI inh: -3.7; BoNT F protease: -12.7; Mtb BioA inh: 0.9; Mtb FBA inh: 0.0; Rv3671c inh: 1.1; Mtb UGM inh: 0.6

Results for O=C(CSc1nccc(=O)[nH]1)N1CCOCC1 ?
PrPC TRFRET: 2.6; FadD28 binding: -2.9; MazEF act: 4.5; GDH-TPI inh: -0.7; BoNT F protease: 9.9; Mtb BioA inh: -1.0; Mtb FBA inh: 0.1; Rv3671c inh: 3.6; Mtb UGM inh: 0.4

Results for COCCNC(=S)Nc1ccc2nc(N3CCCC3)cc(C)c2c1 ?
PrPC TRFRET: -2.2; FadD28 binding: -0.9; MazEF act: 1.9; GDH-TPI inh: 16.7; BoNT F protease: -5.2; Mtb BioA inh: 5.5; Mtb FBA inh: 5.3; Rv3671c inh: -1.1; Mtb UGM inh: -0.5

What do the screens show for `Cc1cccc(NC(=O)CCS(=O)(=O)c2ccccc2)n1`?
PrPC TRFRET: -8.9; FadD28 binding: -0.3; MazEF act: 4.9; GDH-TPI inh: -8.2; BoNT F protease: -18.3; Mtb FBA inh: 0.9; Rv3671c inh: 6.6; Mtb UGM inh: 1.9

Results for O=C(O)c1ccc(-c2noc(-c3cccc(C(F)(F)F)c3)n2)cc1 ?
PrPC TRFRET: 0.6; FadD28 binding: -4.8; MazEF act: 7.5; GDH-TPI inh: 7.0; BoNT F protease: 3.8; Mtb BioA inh: -0.6; Mtb FBA inh: 0.5; Rv3671c inh: 9.0; Mtb UGM inh: -1.1

What do the screens show for `CSc1ccccc1C(=O)NC(C)c1ccc(-n2ccnc2)cc1` (stereo unspecified)?
PrPC TRFRET: -3.9; FadD28 binding: -3.1; MazEF act: 3.1; GDH-TPI inh: -10.0; BoNT F protease: -0.3; Mtb BioA inh: 5.9; Mtb FBA inh: 0.2; Rv3671c inh: -4.4; Mtb UGM inh: 1.0

What do the screens show for `O=C(NCc1nnc(SCC(=O)N2CCCc3ccccc32)o1)c1ccco1`?
PrPC TRFRET: -3.6; FadD28 binding: -1.5; MazEF act: 1.1; GDH-TPI inh: -1.6; BoNT F protease: -11.9; Mtb FBA inh: 1.3; Rv3671c inh: 2.6; Mtb UGM inh: -1.1

How did Cc1ccnc(NC(=O)c2ccc(S(=O)(=O)N3CCCCCC3)cc2)c1 do in these assays?
PrPC TRFRET: 7.9; FadD28 binding: -2.9; MazEF act: 2.5; GDH-TPI inh: 0.7; BoNT F protease: -0.2; Mtb FBA inh: -2.6; Rv3671c inh: -8.2; Mtb UGM inh: 4.9

Results for Cc1csc(NC(=O)CSc2nc3ccccc3s2)n1 ?
PrPC TRFRET: -1.2; FadD28 binding: -2.1; MazEF act: 6.8; GDH-TPI inh: 14.4; BoNT F protease: 8.2; Mtb BioA inh: 2.0; Mtb FBA inh: 1.7; Rv3671c inh: 3.6; Mtb UGM inh: 2.0

Results for O=C(CN(C(=O)CCC(=O)Nc1nccs1)c1ccc2c(c1)OCCO2)NCc1ccco1 ?
PrPC TRFRET: 11.0; FadD28 binding: -2.8; MazEF act: 4.7; GDH-TPI inh: 11.6; BoNT F protease: -1.7; Mtb BioA inh: -0.8; Mtb FBA inh: 0.6; Rv3671c inh: -3.7; Mtb UGM inh: 1.2

Results for Cc1cc(C)c(S(=O)(=O)NCCCn2ccnc2)cc1C ?
PrPC TRFRET: 7.9; FadD28 binding: -0.1; MazEF act: -3.2; GDH-TPI inh: 7.1; BoNT F protease: 12.1; Mtb BioA inh: -2.5; Mtb FBA inh: 0.9; Rv3671c inh: 4.0; Mtb UGM inh: -1.0

How did O=C(NCCCCNC(=O)c1ccco1)c1ccco1 do in these assays?
PrPC TRFRET: -0.7; FadD28 binding: -1.9; MazEF act: 0.1; GDH-TPI inh: 7.1; BoNT F protease: 1.6; Mtb BioA inh: -0.8; Mtb FBA inh: -0.8; Rv3671c inh: 0.3; Mtb UGM inh: 1.5

What do the screens show for `CC(C)OC(=O)C1C2C=CC3(CN(Cc4cccs4)C(=O)C13)O2` (stereo unspecified)?
PrPC TRFRET: -1.6; FadD28 binding: -2.3; MazEF act: -11.4; GDH-TPI inh: -4.3; BoNT F protease: -11.9; Mtb BioA inh: 1.3; Mtb FBA inh: 122.7*; Rv3671c inh: 0.6; Mtb UGM inh: 0.6

What do the screens show for `C=CCNC(=S)Nc1sc2c(c1C(=O)OCC)CCN(C(=O)OCC)C2`?
PrPC TRFRET: -2.3; FadD28 binding: -2.2; MazEF act: 1.2; GDH-TPI inh: 16.1; BoNT F protease: 0.4; Mtb BioA inh: -2.2; Mtb FBA inh: 4.2; Rv3671c inh: 6.4; Mtb UGM inh: 2.2

What do the screens show for `CC(=O)N1c2ccc(S(=O)(=O)NCC3CCC(C(=O)N4CCCCC4)CC3)cc2CC1C` (stereo unspecified)?
PrPC TRFRET: -1.3; FadD28 binding: 0.6; MazEF act: 5.5; GDH-TPI inh: 5.2; BoNT F protease: 12.4; Mtb BioA inh: -1.4; Mtb FBA inh: -2.2; Rv3671c inh: -0.4; Mtb UGM inh: 0.2

How did Cc1ccc(C)c(OCC(=O)OCC(=O)Nc2c(C)nn(-c3ccccc3)c2C)c1 do in these assays?
PrPC TRFRET: -7.4; FadD28 binding: -1.5; MazEF act: -11.1; GDH-TPI inh: 9.2; BoNT F protease: -11.0; Mtb FBA inh: 4.9; Rv3671c inh: -6.3; Mtb UGM inh: 1.9

Results for CC(=O)Nc1sc(C)c(C)c1C(=O)OCC(=O)N(C)c1c(N)n(Cc2ccccc2)c(=O)[nH]c1=O ?
PrPC TRFRET: -3.7; FadD28 binding: -1.8; MazEF act: 11.2; GDH-TPI inh: 2.4; BoNT F protease: -5.1; Mtb FBA inh: -0.6; Rv3671c inh: -5.5; Mtb UGM inh: -2.0

Results for Cc1ccc(C)c(C(=O)NCCN(C)C)c1 ?
PrPC TRFRET: -12.2; FadD28 binding: -3.0; MazEF act: 6.8; GDH-TPI inh: -1.8; BoNT F protease: 1.8; Mtb BioA inh: 0.3; Mtb FBA inh: -0.9; Rv3671c inh: -7.2; Mtb UGM inh: -3.9

How did O=C(CCn1nc(-c2ccc(Cl)cc2)ccc1=O)N1CCN(c2ccccn2)CC1 do in these assays?
PrPC TRFRET: -17.4; FadD28 binding: -3.2; MazEF act: -16.9; GDH-TPI inh: 9.7; BoNT F protease: -8.4; Mtb BioA inh: 1.9; Mtb FBA inh: 1.4

How did Cc1ccc(-n2ncc3c2CCCC3NC(=O)CCc2cnn(C)c2)cc1C (stereo unspecified) do in these assays?
PrPC TRFRET: -4.7; FadD28 binding: -1.9; MazEF act: -1.3; GDH-TPI inh: 1.7; BoNT F protease: -6.3; Mtb BioA inh: 1.6; Mtb FBA inh: -1.1; Rv3671c inh: -3.4; Mtb UGM inh: 1.2

How did CS(=O)(=O)N(CC(=O)N1CCN(c2ccc(F)cc2)CC1)c1cccc(Cl)c1 do in these assays?
PrPC TRFRET: 0.9; FadD28 binding: -2.3; MazEF act: 0.0; GDH-TPI inh: 15.5; BoNT F protease: 2.1; Mtb BioA inh: 12.1; Mtb FBA inh: 0.4; Rv3671c inh: 2.5; Mtb UGM inh: 0.4

Results for O=C(Cn1cnc2ccccc21)OCC(=O)N1CCCc2ccccc21 ?
PrPC TRFRET: 7.0; FadD28 binding: -3.3; MazEF act: -1.3; GDH-TPI inh: -2.5; BoNT F protease: -1.0; Mtb BioA inh: -2.5; Mtb FBA inh: 2.0; Rv3671c inh: 3.9; Mtb UGM inh: -1.8

How did COc1ccc2c(c1)SC1=NCCS(=O)(=O)N12 do in these assays?
PrPC TRFRET: -0.8; FadD28 binding: -2.3; MazEF act: 5.6; GDH-TPI inh: -7.9; BoNT F protease: -1.0; Mtb BioA inh: 1.4; Mtb FBA inh: 2.7; Rv3671c inh: 1.8; Mtb UGM inh: 1.8

What do the screens show for `CC(NC(=O)CSc1nc2sc3c(c2c(=O)n1-c1ccccc1)CCCC3)c1ccccc1` (stereo unspecified)?
PrPC TRFRET: -1.0; FadD28 binding: -0.7; MazEF act: -18.6; GDH-TPI inh: 14.3; BoNT F protease: -1.4; Mtb BioA inh: 0.9; Mtb FBA inh: 0.6; Rv3671c inh: -7.2

A draw from above in order of number of heavy atoms, highest first:
Results for CC(=O)Nc1sc(C)c(C)c1C(=O)OCC(=O)N(C)c1c(N)n(Cc2ccccc2)c(=O)[nH]c1=O ?
PrPC TRFRET: -3.7; FadD28 binding: -1.8; MazEF act: 11.2; GDH-TPI inh: 2.4; BoNT F protease: -5.1; Mtb FBA inh: -0.6; Rv3671c inh: -5.5; Mtb UGM inh: -2.0

How did O=C(CCn1nc(-c2ccc(Cl)cc2)ccc1=O)N1CCN(c2ccccn2)CC1 do in these assays?
PrPC TRFRET: -17.4; FadD28 binding: -3.2; MazEF act: -16.9; GDH-TPI inh: 9.7; BoNT F protease: -8.4; Mtb BioA inh: 1.9; Mtb FBA inh: 1.4

What do the screens show for `CSc1ccccc1C(=O)NC(C)c1ccc(-n2ccnc2)cc1` (stereo unspecified)?
PrPC TRFRET: -3.9; FadD28 binding: -3.1; MazEF act: 3.1; GDH-TPI inh: -10.0; BoNT F protease: -0.3; Mtb BioA inh: 5.9; Mtb FBA inh: 0.2; Rv3671c inh: -4.4; Mtb UGM inh: 1.0

What do the screens show for `Cc1cccc(NC(=O)CCS(=O)(=O)c2ccccc2)n1`?
PrPC TRFRET: -8.9; FadD28 binding: -0.3; MazEF act: 4.9; GDH-TPI inh: -8.2; BoNT F protease: -18.3; Mtb FBA inh: 0.9; Rv3671c inh: 6.6; Mtb UGM inh: 1.9

High-throughput results deposited in PubChem BioAssay by several laboratories.
